Assay outcomes (PubChem)
TEAD-YAP inh: TEAD-YAP interaction inhibition; actives 1.4% (n = 640,000); inhibition, % at 9.12 µM; HEK-TIYL cells, TEAD-Gal4/YAP UAS-luciferase luminescence; in the data active = inhibition above about 32%;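 also: 0% = median of test compound wells and 100% = reference inhibitor wells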
FBW7 act: human FBW7 E3 ligase activation, primary screen | AlphaScreen FBW7–phospho-cyclin E peptide binding, activator screen | Q969H0 | actives 0.13% (n = 650,000) | AID 1259310 | normalized activity (activation), % at 26.1 µM; in the data active = normalized activity above about 1.9%;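 also: purified mutant Fbw7 with reduced substrate affinity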
Target sequence (Q969H0 whole entry, looked up): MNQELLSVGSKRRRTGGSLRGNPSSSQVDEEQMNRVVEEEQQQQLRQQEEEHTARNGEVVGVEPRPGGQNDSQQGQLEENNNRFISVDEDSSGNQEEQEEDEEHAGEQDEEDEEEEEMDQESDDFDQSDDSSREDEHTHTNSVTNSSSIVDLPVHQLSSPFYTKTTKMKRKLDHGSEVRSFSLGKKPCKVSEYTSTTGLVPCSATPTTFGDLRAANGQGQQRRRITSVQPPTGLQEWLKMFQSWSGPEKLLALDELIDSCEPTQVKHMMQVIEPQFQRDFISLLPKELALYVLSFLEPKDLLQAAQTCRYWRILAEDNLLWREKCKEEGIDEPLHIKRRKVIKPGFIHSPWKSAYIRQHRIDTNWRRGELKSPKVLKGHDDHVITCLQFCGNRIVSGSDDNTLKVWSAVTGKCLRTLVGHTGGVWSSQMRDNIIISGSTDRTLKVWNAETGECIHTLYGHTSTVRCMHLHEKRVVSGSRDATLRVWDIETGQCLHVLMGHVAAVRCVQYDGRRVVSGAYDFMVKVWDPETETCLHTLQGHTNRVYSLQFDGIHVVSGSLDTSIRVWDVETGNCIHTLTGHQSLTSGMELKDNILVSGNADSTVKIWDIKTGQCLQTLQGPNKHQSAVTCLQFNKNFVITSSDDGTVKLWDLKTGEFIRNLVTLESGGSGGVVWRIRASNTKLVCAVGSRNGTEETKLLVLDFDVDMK
MITF inh: blocks human microphthalmia-associated transcription factor; inhibition, % at 2.6 µM; actives 0.91% (n = 650,000); O75030; AlphaScreen MITF homodimerization, bead proximity signal; in the data active = inhibition above about 50%;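 also: 0% = vehicle wells with protein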
GPR151 ag: activates the human receptor GPR151 | Q8TDV0 | PathHunter beta-arrestin GPR151 cells, luminescence | activation, % at 11.2 µM | actives 1% (n = 650,000) | AID 1508602; in the data active = activation above about 4.9%;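 also: 0% = median of compound wells and 100% = cells with positive control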
Target sequence (Q8TDV0 whole entry, looked up): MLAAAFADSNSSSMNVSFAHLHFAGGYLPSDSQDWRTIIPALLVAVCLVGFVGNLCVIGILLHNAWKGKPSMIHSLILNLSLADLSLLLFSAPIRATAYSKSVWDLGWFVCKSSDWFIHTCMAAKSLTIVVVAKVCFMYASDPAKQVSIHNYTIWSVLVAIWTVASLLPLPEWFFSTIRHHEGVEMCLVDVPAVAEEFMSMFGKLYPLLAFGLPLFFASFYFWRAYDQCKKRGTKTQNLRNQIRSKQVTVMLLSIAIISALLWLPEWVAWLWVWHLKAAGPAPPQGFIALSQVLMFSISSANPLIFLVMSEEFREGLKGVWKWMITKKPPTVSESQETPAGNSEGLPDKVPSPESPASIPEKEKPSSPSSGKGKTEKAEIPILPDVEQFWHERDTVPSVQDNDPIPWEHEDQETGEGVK
Active calls of the source: *; & = joins results of further samples.

Structure | TEAD-YAP inh | FBW7 act | MITF inh | GPR151 ag
O=C(C1CCCCC1)N1CCC(n2nnc3ccccc32)CC1 | 5 | -0.1 | 4 | -1.1
Cc1cc(C)c2[nH]c(=O)c(CN(CCCO)Cc3nnnn3C3CCCCC3)cc2c1 | 7 | 0.1 | 10 | 2.0
CC(=O)Nc1ccc(NC(=O)CCC(=O)c2ccccc2)cc1 | 3 | 0.1 | 7 | -0.4
Cc1cccc(NS(=O)(=O)c2cc(C(=O)NCc3ccccn3)ccc2C)c1 | 9 | -0.1 | 8 | -0.3
Cc1ccc(S(=O)(=O)NC(C(=O)N2CCOCCOCCOCCOCC2)C(C)C)cc1 (stereo not given) | 2 | 0.1 | 11 | -0.7
C=CCOc1ccc(C(=O)NNC(=O)c2cc3cc(Br)ccc3oc2=O)cc1 | -9 | 0.0 | -1 | -0.8
O=S(=O)(NCC1CC1)c1cccnc1N1CCN(c2ncccn2)CC1 | 0 | 0.2 | 7 | 0.2
COc1ccc(Cl)cc1NC(=S)N(CCN1CCCCCC1)Cc1ccco1 | 3 | 0.2 | 10 | 0.0

Of the compounds above, these contain a halogen.
Structure | TEAD-YAP inh | FBW7 act | MITF inh | GPR151 ag
C=CCOc1ccc(C(=O)NNC(=O)c2cc3cc(Br)ccc3oc2=O)cc1 | -9 | 0.0 | -1 | -0.8
COc1ccc(Cl)cc1NC(=S)N(CCN1CCCCCC1)Cc1ccco1 | 3 | 0.2 | 10 | 0.0

As entered above.
`C=CCOc1ccc(C(=O)NNC(=O)c2cc3cc(Br)ccc3oc2=O)cc1` | FBW7 act: 0.0
`CC(=O)Nc1ccc(NC(=O)CCC(=O)c2ccccc2)cc1` | TEAD-YAP inh: 3

(next part)
Structure | TEAD-YAP inh | FBW7 act | MITF inh | GPR151 ag
CCC(=O)Nc1ccc(NC(=O)CSc2nc3c(c(=O)n(C)c(=O)n3C)n2CC)cc1 | 9 | 0.0 | 2 | -0.6
CCc1cc2c(SCC(=O)NC(=O)NC(C)(C)C)ncnc2s1 | 0 | -0.1 | 3 | -0.1
O=c1/c(=C/c2ccc(N3CCOCC3)cc2)sc2nc3cc(Br)cnc3n12 | 10 | 0.0 | -4 | -0.5
O=C(Cn1ncc2c1-c1ccccc1OC2)N1CCN(c2ccc(Cl)cc2)CC1 | 0 | -0.2 | 1 | 0.0
O=[N+]([O-])C1CS(=O)(=O)C=C1N(Cc1ccccc1)c1ccccc1 (stereo not given) | 39* | 0.0 | 13 | 0.8
Cc1ccc(N)c(C(=O)C(=O)O)c1Br | 2 | 0.5 | 3 | 0.2
CCCc1nc(NC2CC2)c2nnn(Cc3ccccc3)c2n1 | -8 | 0.0 | -6 | 0.2
O=C(OCC(=O)N1CCCCC1)c1ccc(OC(F)(F)F)cc1 | 6 | 0.0 | 6 | -1.6

Results in FBW7 act, for 2 of the compounds above:
SMILES | FBW7 act
O=c1/c(=C/c2ccc(N3CCOCC3)cc2)sc2nc3cc(Br)cnc3n12 | 0.0
O=C(Cn1ncc2c1-c1ccccc1OC2)N1CCN(c2ccc(Cl)cc2)CC1 | -0.2

The list goes on:
Structure | TEAD-YAP inh | FBW7 act | MITF inh | GPR151 ag
O=C(CSc1nc2ccc(NC(=O)c3cccc4ccccc34)cc2s1)Nc1ccccc1F | 8 | 0.1 | 15 | -0.7
COCCN(C(=O)Nc1ccccc1)C(C)c1cccnc1 (stereo not given) | -2 | 0.0 | 8 | 2.1
CCCN1C(=O)NC2(CCN(S(=O)(=O)c3ccc4cccc5c4c3CC5)CC2)C1=O | -4 | 0.1 | -2 | 0.4
CCc1nc(C)cn1S(=O)(=O)c1cc(Br)c(C)cc1OC | -5 | 0.1 | 13 | 4.5
Cc1ccc(NC(=O)CS(=O)CC(=O)NC2CCCc3ccccc32)cc1 (stereo not given) | 5 | -0.1 | 15 | 0.6
COc1cccc(NS(=O)(=O)c2cc(C(=O)N3CCN(C)CC3)ccc2NCc2ccc(F)cc2)c1 | -4 | -0.1 | 5 | -0.6
Cc1cn2c3c(=O)n(CC(=O)OCc4ccccc4)c(=O)n(C)c3nc2n1C1CCCCC1 | 2 | -0.1 | 8 | 0.2
CCC(C)OC(=O)C(C)Oc1ccc2c3c(c(=O)oc2c1C)CCC3 (stereo not given) | -13 | 0.1 | 9 | 1.0
Cc1ccc(N2CC(C(=O)OCc3ccccc3)CC2=O)cc1 (stereo not given) | -2 | 0.2 | -5 | -0.1
CC(=O)Oc1ccc(/C=C2\C(=N)N3N=C(C(F)(F)F)SC3=NC2=O)cc1 | 6 | 0.1 | -8 | -0.5
CCCOC(=O)C1=C(C)NC(=O)NC1c1cc(Br)c(O)c(OC)c1 (stereo not given) | -1 | -0.1 | 1 | 0.3
CC(C)N(CCNC(=O)c1cc(Cl)nc2ccccc12)C(C)C | 2 | 0.0 | -2 | -0.4
O=C(Nc1c(C(=O)NCc2ccccc2)cnn1-c1ccccc1)c1ccccc1 | 0 | -0.1 | -6 | -0.4
Cc1ccc2sc(N(CCN(C)C)C(=O)c3ccc(S(=O)(=O)N(C)C)cc3)nc2c1C | -2 | -0.1 | 2 | 0.7
Cc1nn(-c2ccccc2)c2c1C(c1cc(O)c(O)c(Br)c1)C(C#N)=C(N)O2 (stereo not given) | 3 | -0.4 | 7 | -0.9
NC(C(=O)N1CCN(C(=O)c2ccc3[nH]ncc3c2)CC1)c1ccc(F)cc1 (stereo not given) | -8 | -0.2 | -1 | -0.2
CC(C)C(=O)NNC(=O)c1c(O)c2ccccc2[nH]c1=O | 1 | -0.1 | -6 | 0.8
CCC(=O)Nc1ccc(S(=O)(=O)Nc2nccc(/C=C/c3ccccc3Cl)n2)cc1 | -5 | 0.0 | 8 | 0.5
O=C(CN1CCC(n2nnc3ccccc32)CC1)Nc1ccccc1C(F)(F)F | 2 | -0.1 | 0 | 0.8
CSc1ncc(Cl)c(C(=O)NCc2ccc(C)cc2)n1 | -1 | 0.0 | -23 | 0.5
O=c1oc2ccccc2c(N2CCCCC2)c1CN1CCCC1 | -2 | 0.0 | 1 | -0.7
CNC(=O)c1ccccc1Nc1cc(NC(=O)Cc2ccccc2F)ncc1C(F)(F)F | 81* | 0.0 | 9 | 0.3
CN1/C(=C\C(=O)COc2ccc([N+](=O)[O-])cc2)C(C)(C)c2ccccc21 | 8 | 0.1 | 4 | 1.8
CCN(CC)S(=O)(=O)c1ccc(-c2nnc(SCC(=O)N3CCCC3)o2)cc1 | -12 | 0.1 | -2 | -1.4

Later entries:
canonical_smiles	TEAD-YAP inh	FBW7 act	MITF inh	GPR151 ag
COc1cccc(C2CC(c3cccs3)=NN2C(=O)CSC2CCCCC2)c1OC (stereo not given)	-6	-0.1	2	-0.3
c1cc(-c2ccc3nonc3c2)nc(Nc2ccc(N3CCOCC3)cc2)n1	-2	0.2	16	-1.0
CCOC(=O)c1sc2nc(SCc3ccccc3C)n(CCc3ccc(OC)c(OC)c3)c(=O)c2c1C	-2	0.1	-21	-1.2
Cc1cc(C)c(NC(=O)c2cnn3ccccc23)c(C)c1	-15	0.4	17	0.4
FC(F)(F)c1cccc(CNc2nc(N3CCOCC3)nc3nc[nH]c23)c1	-4	-0.1	0	-2.0
O=C1CSC(c2cc3c(cc2[N+](=O)[O-])OCO3)N1c1ccc(F)cc1 (stereo not given)	-3	-0.1	-2	1.5
CC(=O)c1c(C)[nH]c(C(=O)OCC(=O)Nc2ccc(S(N)(=O)=O)cc2)c1C	0	-0.1	14	1.0
O=C(CO)N/N=C/c1ccc([N+](=O)[O-])cc1	7	-0.1	-3	-0.5
N#Cc1c(NC(=O)CN2CCN(c3ccccc3O)CC2)sc2c1CCCC2	2	-0.1	3	4.5
NC(=O)C1CCN(CC(=O)Nc2ccc(F)cc2)CC1	8	0.0	-3	-0.2
COc1ccc(NC(=O)N2CCOc3ccccc32)cc1	-28	0.0	2	0.4
COc1ccccc1-c1noc(-c2ccccc2C(=O)N2CCN(C)CC2)n1	9	0.0	14	-0.2
COc1cc2nc(-c3cccs3)n(NC(=O)c3ccc(F)c(F)c3)c(=O)c2cc1OC	-3	-0.1	0	-1.2
COc1cc2nc(CN3CCCC3c3ccc(F)cc3)nc(N)c2cc1OC (stereo not given)	-7	-0.2	-7	-0.1
Cc1ccc(N2CC(O)(c3ccc([N+](=O)[O-])cc3)[N+]3=C2SCCC3)cc1 (stereo not given)	3	0.2	-3	-2.1
O=C(CN1Cc2ccccc2OC(c2ccccc2)C1)NCCn1cccn1 (stereo not given)	7	1.1	22	-0.5
CCOC(=O)c1c(NC(=O)OC)sc(C)c1CC	0	0.4	9	-1.7
COc1ccccc1N(CCOC(=O)c1ccccc1)S(=O)(=O)c1ccc(NC2=NS(=O)(=O)c3ccccc32)cc1	-1	0.1	9	-0.2
CC(C)(C)C1CCC2(CC1)Nc1ccccc1S2 (stereo not given)	18	0.1	3	-1.0
CC(C)c1ccc(NC(=O)C2C3C=CC4(O3)C2C(=O)N(CCN2CCCCC2)C4C(=O)NC2CCCC(C)C2C)cc1 (stereo not given)	2	0.1	4	0.1
Cc1ccc2c(c1)-c1c(cnn1CC(=O)NCCC(C)C)CO2	5	0.0	6	-1.3
Cc1cc(NC(=O)CN2C(=O)NC(C)(CCC(C)C)C2=O)no1 (stereo not given)	-3	0.0	8	-0.7
CCSc1nsc2nc(=O)c(/C=C3\C=CC(=O)C(O)=C3)c(N)n12	-12	-0.3	12	0.1
Cc1cc(Br)cc(C)c1OCC(=O)NNC(=O)CCc1ccccc1	15	-0.1	12	-1.9
Cc1ccnc(NS(=O)(=O)c2cc(Cl)ccc2Cl)n1	-5	0.0	-12	-0.9
COc1ccc(OCCOc2ccc(C)cc2OC)cc1	-7	0.1	7	-0.4
O=C(CN1CCC2(CC1)Nc1ccccc1-n1cccc12)NC1CC1	-10	-0.1	2	-0.2
C[C@@H]1CN(Cc2ccc3c(c2)CN(C(=O)CC2=CCCCC2)CCO3)C[C@H](C)O1	8	0.0	5	1.1
O=C(/C=C/c1ccccc1F)Nc1ccc2[nH]ncc2c1	14	-0.1	-4	-0.8
O=C(/C=C/c1ccc(Cl)cc1Cl)Nc1nncs1	-66	0.0	8	0.1
O=C1CN(C(=O)C2CCN(S(=O)(=O)c3cccc(C(F)(F)F)c3)CC2)CCN1	5	0.1	5	-0.7
Nc1nnc(CC(=O)N/N=C\c2ccc(Cl)cc2)s1	1	-0.5	5	-1.1
O=C(CN1CCN(c2ccccc2F)CC1)Nc1ccc(F)cc1	-7	0.0	0	-0.3
Cc1cc(C=C2C(=O)CCCC2=O)c(C)n1-c1ccccc1	8	-0.2	11	-1.9
Cc1ccccc1NC(=O)C1C2C=CC(C3CC23)C1C(=O)O (stereo not given)	-7	0.1	17	-0.4
CC(C)NC(=S)N/N=C/c1ccccc1Br	5	0.0	4	1.4
O=C(CC1Nc2cccc3cccc(c23)NC1=O)Nc1ccccc1Cl (stereo not given)	-1	-0.4	4	-1.6
COc1ccc(/C=C/C(=O)Nc2ccc([N+](=O)[O-])cc2)cc1	-11	-0.2	3	0.7
O=C(NC1CCN(Cc2nnnn2C2CCCCC2)CC1)C1CCCCC1	-4	-0.1	7	-0.3
CC(C(=O)N1CCC(n2nccc2NC(=O)Nc2cccc(F)c2)CC1)c1ccccc1 (stereo not given)	-9	-0.2	4	-0.1
Cc1nn(C)c(Cl)c1/C=C1\SC(=S)NC1=O	0	-0.1	3	1.1
Cc1ccc(CNC(=O)C2CCN(C(=O)N3CCOc4ccccc43)CC2)cc1	-7	-0.3	2	-0.2
CC(C)C(NC(=O)/C(=C\c1ccc([N+](=O)[O-])cc1)NC(=O)c1ccc(Br)o1)C(=O)O (stereo not given)	-3	-0.2	6	-0.4
S=C(Nc1ccc(Cl)cc1)N(Cc1ccccc1Cl)C1CCCC1	-9	0.0	-5	2.2
Cc1nc2ccccc2c2nc(NC(=O)c3ccc4nsnc4c3)nn12	-11	0.0	0	-0.2
Cc1ccc(C(=O)CSCC(=O)Nc2ccccc2)s1	-8	-0.2	2	1.7
CCC(=O)N1CCN(c2ccc(NC(C)=O)cc2)CC1	10	0.0	-1	1.2
COC(=O)C(O)(c1ccc(O)cc1)C(F)(F)F (stereo not given)	-3	0.0	13	-1.0
COc1ccc(Cl)cc1C(=O)Nc1ccc2c(c1)N(C(=O)c1ccco1)CCC2	-14	0.0	3	-0.9
CCOc1ccccc1N1C(=O)NC(=O)/C(=C/c2ccc(OC)c(OC)c2)C1=O	5	0.1	9	0.0
COC(CNC(=O)c1ccc2c(=O)n(CCC3=CCCCC3)c(=S)[nH]c2c1)OC	-4	-0.1	6	0.5
CC(C)(C)NC(=O)C(c1ccc(Cl)cc1)N(C(=O)c1csnn1)C1CC1 (stereo not given)	-6	0.0	12	-0.4
O=S1(=O)CC(Cl)C(NC(=NCc2ccccc2)C(Cl)(Cl)Cl)C1 (stereo not given)	-11&8	-0.2&-0.5	5&9	0.9&-1.0
CCOC(=O)c1ccc(CNC(=O)CCC2(CC)CCC(=O)N2)o1 (stereo not given)	-4	-0.1	5	-0.2
COC(=O)C1=CNC=C(C(=O)OC)C1c1ccc(C(=O)OC)cc1	-17	0.1	10	0.3
COc1cc([N+](=O)[O-])cc2sc(NC(C)=O)nc12	7	-0.1	10	-0.3
C/C(=N\NC(=O)c1n[nH]c2c1CCC2)c1ccccc1O	20	-0.1	12	0.9
C/C(=C\c1ccccc1)CN1CCc2nnc(CCNC(=O)COc3ccccc3)n2CC1	13	0.1	1	1.6
O=C(COc1ccccc1)OCC(=O)c1cccc(C(F)(F)F)c1	2	0.8	-9	2.6
C=CCNC(=O)c1cccn2c(=O)c3ccc(Cl)cc3nc12	23	0.1	-4	-0.5
COc1ccc(CN2CCN(CCCc3ccccc3)C(CCO)C2)cc1OC (stereo not given)	2	0.2	7	-0.5
